hcGAS lum = blocks human cGAS activity; recombinant h-cGAS, ATP depletion, Kinase-Glo luminescence; inhibition, % at 12.5 µM; Q8N884; 290,000 tested, 0.081% active;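 further: 0% = vehicle reaction and 100% = reaction without DNA for no activity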
Target sequence (Q8N884 whole entry, looked up): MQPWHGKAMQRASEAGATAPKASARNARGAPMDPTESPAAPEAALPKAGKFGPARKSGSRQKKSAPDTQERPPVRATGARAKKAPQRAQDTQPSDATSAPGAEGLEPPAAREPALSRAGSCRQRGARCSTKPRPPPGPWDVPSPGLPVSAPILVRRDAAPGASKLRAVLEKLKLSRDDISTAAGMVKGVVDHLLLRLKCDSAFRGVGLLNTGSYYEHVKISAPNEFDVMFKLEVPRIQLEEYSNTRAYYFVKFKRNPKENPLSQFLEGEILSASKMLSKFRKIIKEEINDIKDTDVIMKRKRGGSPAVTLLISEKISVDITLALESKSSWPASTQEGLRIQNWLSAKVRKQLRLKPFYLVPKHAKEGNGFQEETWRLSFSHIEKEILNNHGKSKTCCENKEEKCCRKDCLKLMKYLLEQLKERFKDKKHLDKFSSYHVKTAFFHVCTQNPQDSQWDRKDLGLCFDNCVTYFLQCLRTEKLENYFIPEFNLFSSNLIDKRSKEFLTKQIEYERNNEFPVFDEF
NPYLR7 ag = activates Aedes aegypti NPYLR7 receptor | HEK293T NPYLR7/Galpha15, GCaMP6s calcium fluorescence | activation, % at 10 µM | 270,000 tested, 0.15% active | AID 1259423; in the data active means activation above about 40%;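 further: 0% = vehicle and 100% = reference agonist at the receptor; some compounds past the cut are filed as inactive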
mcGAS inh = inhibitors of mouse cGAS. recombinant cGAS, Kinase-Glo ATP depletion luminescence. inhibition, % at 12.5 µM. Q8C6L5. 160,000 tested, 0.15% active;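 further: 0% = negative control wells and 100% = reference inhibitor with no enzyme activity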
Active calls of the source: *; . = not tested or not shown; & = joins results of further samples. Unless noted, no stated cut-off is given here; in the data, active means inhibition above about 40%; inactive means the rest.

SMILES | hcGAS lum | NPYLR7 ag | mcGAS inh
CN1CCN(Cn2nc(-c3ccc4c(c3)OCO4)oc2=S)CC1 | -5 | 1 | .
CC(c1cccc(-c2cc(=O)[nH]c(N)n2)c1)N(C)C (stereo not given) | -3 | 8 | -12
COCCN(CC(=O)N(CCc1c[nH]c2ccccc12)Cc1ccc(F)cc1)C(=O)CC(C)C | -5 | 7 | -7
COc1ccccc1-n1cc(C(=O)N2CCC3(CCCN(C)C3=O)C2)cn1 (stereo not given) | -4 | -1 | -19
C=CCn1c(=O)c2c(nc3n(-c4ccc(CC)cc4)c(C)cn23)n(C)c1=O | -9 | 10 | .
O=C(Cn1cc(C(F)(F)F)ccc1=O)NC(=O)NC1CCCC1 | -3 | 9 | -4
CN(Cc1cn[nH]c1-c1ccc(F)cc1)C(=O)Cc1c[nH]c2ccccc12 | -11 | -4 | .
COc1cc(C)ccc1OCC(=O)NS(=O)(=O)c1ccc(F)cc1F | -9 | -2 | -15
Cc1ccc(C(C)NC(=O)CN(Cc2cnn(C)c2)C2CC2)cc1 (stereo not given) | 2 | -4 | 0
COCCc1noc(CN(C)C(=O)c2cccc(N3CCCC3=O)c2)n1 | -8 | 4 | .
Cn1cc(C(=O)Nc2ccc(C(F)(F)F)cc2)c2[nH]c(=O)n(-c3ccc(Cl)cc3)c(=O)c21 | -7 | 3 | .
Cc1nc2sc3c(c2c(=O)[nH]1)CCCCC3 | 4&1 | 1&0 | -4
CC(C)C(C)(O)C#CCN1CCOCC1 (stereo not given) | -2 | 4 | -4
Cc1ccc(-n2nnc3c(SCC(=O)N4CCCCCC4)ncnc32)cc1 | -5 | 11 | -6
CC1Cc2ccccc2N1C(=O)CCNC(=O)OC(C)(C)C (stereo not given) | -3 | -2 | -1

Reformatted as comma-separated lines: part of the list above
SMILES,hcGAS lum,NPYLR7 ag,mcGAS inh
CC(C)C(C)(O)C#CCN1CCOCC1 (stereo not given),-2,4,-4
Cc1ccc(-n2nnc3c(SCC(=O)N4CCCCCC4)ncnc32)cc1,-5,11,-6
CC1Cc2ccccc2N1C(=O)CCNC(=O)OC(C)(C)C (stereo not given),-3,-2,-1

Filtered by structure: the compounds so far with sulfur (four)
SMILES | hcGAS lum | NPYLR7 ag | mcGAS inh
CN1CCN(Cn2nc(-c3ccc4c(c3)OCO4)oc2=S)CC1 | -5 | 1 | .
COc1cc(C)ccc1OCC(=O)NS(=O)(=O)c1ccc(F)cc1F | -9 | -2 | -15
Cc1nc2sc3c(c2c(=O)[nH]1)CCCCC3 | 4&1 | 1&0 | -4
Cc1ccc(-n2nnc3c(SCC(=O)N4CCCCCC4)ncnc32)cc1 | -5 | 11 | -6

(list continues)
SMILES | hcGAS lum | NPYLR7 ag | mcGAS inh
O=C(c1n[nH]c2c1CCC2)N1CCC2(CC1)C(=O)Nc1ccccc12 | -6 | 5 | .
Cc1ccc(C)c(Cc2c(C)nc(-c3ccccc3)nc2N2CCN(C(=O)C3CCCC3)CC2)c1 | -8 | . | -8
C=CCN(C1CCS(=O)(=O)C1)S(=O)(=O)c1ccc(C(=O)NC)cc1 (stereo not given) | -1 | 1 | .
CCNC(=O)N(Cc1ccco1)Cc1nccn1Cc1ccccc1Cl | -8 | 18 | -8
O=C(NC(c1ccc(-c2ccccc2)cc1)c1cnccn1)C1CCN(CCOc2ccc(F)cc2)CC1 (stereo not given) | 0 | 3 | -4
COc1ccc(-c2cnc3ncnn3c2N2CCN(Cc3ccc(F)cc3)CC2)cc1 | -2 | 14 | -6
CCSc1nnc(SCC(=O)NC(=O)NC2CCCC(C)C2C)s1 (stereo not given) | -5 | 0 | .
C=CCN(CC#Cc1ccccc1)Cc1cccc2c1OCO2 | -13 | 5 | -15
CC1=NOC(C(=O)NCc2cccnc2N(C)CCc2ccccn2)C1 (stereo not given) | -5 | 2 | -21
O=C(CC1COCCN1)NCc1scnc1-c1ccccc1 (stereo not given) | -3 | -4 | .
CCN(CC)c1ccccc1CO | 1 | 24 | .
COc1cccc(C(=O)NC(C(=O)N2CCCCC2)C2CCN(C(=O)c3cccc(C)c3)CC2)c1 (stereo not given) | 0 | -3 | -5
Cc1c(C(=O)N2CCCC3(CC2)CN(C)C(=O)O3)sc2ccccc12 (stereo not given) | -2 | 11 | .
CCCc1nnc2c3c4c(sc3ncn12)CCCC4 | -1 | 9 | 0
COc1ccc(Cl)cc1CN1C(=O)C(C)(C)ON=C1c1ncccc1C | 7 | -6 | .
N#Cc1nc(Cl)c(Cl)c(Cl)c1Cl | -7 | -3 | .
CC(C)Oc1nnc(SC(C)C(=O)N2CCCC(C(N)=O)C2)s1 (stereo not given) | 0 | -4 | .
COc1ccc(C(=O)N2CCCC3(CC2)CN(C)C(=O)O3)cc1Cl (stereo not given) | -7 | 5 | -15
Cc1cnc(CNS(=O)(=O)c2ccc(-c3ccccc3)cc2)o1 | -7 | -5 | -12
CCOC(=O)C1=C(O)/C(=C\c2cc(O)ccc2O)SC1=Nc1cccc(C(F)(F)F)c1 | -4 | 6 | -2
O=C(NCc1ccc(C(F)(F)F)cc1)c1ccc(-c2n[nH]c3c2COc2ccccc2-3)cc1 | 1 | . | 3
Cc1ccc(NS(=O)(=O)N2CCCCC2)cc1Cl | -3 | 1 | .
COc1ccc(N2CCN(C(=O)c3ccc(F)cc3)C(C)C2=O)cc1OC (stereo not given) | 1 | -8 | -3
CC(C)Nc1ncccc1C(=O)NCCC(c1ccccc1)c1ccccc1 | -1 | -2 | -2
COc1cccc(CSc2nnc(CNC(=O)C(Cl)Cl)n2-c2ccc(Cl)cc2Cl)c1 | 0 | 9 | -3
Cc1cc(C)nc(SCc2cc(=O)c(OC(=O)c3ccco3)co2)n1 | -1 | -13 | -2
Cc1ccc(Cl)c(OCCCOc2cccc3cccnc23)c1 | -3 | 3 | .
Cc1cc(=S)[nH]c2ccccc12 | -6 | 2 | .
CN(CCc1ccccn1)S(=O)(=O)c1sc2c(c1C(=O)O)CCNC2 | -4 | 0 | -13
CCC1(C)NC(=O)N(NC(=O)CN2CC(C)Oc3cc(C)c(Br)cc32)C1=O (stereo not given) | -1 | -3 | .

Only hcGAS lum and mcGAS inh (3 entries from above):
| compound | hcGAS lum | mcGAS inh |
| --- | --- | --- |
| COc1ccccc1-n1cc(C(=O)N2CCC3(CCCN(C)C3=O)C2)cn1 (stereo not given) | -4 | -19 |
| CC(C)Nc1ncccc1C(=O)NCCC(c1ccccc1)c1ccccc1 | -1 | -2 |
| O=C(NC(c1ccc(-c2ccccc2)cc1)c1cnccn1)C1CCN(CCOc2ccc(F)cc2)CC1 (stereo not given) | 0 | -4 |

Carrying on.
SMILES | hcGAS lum | NPYLR7 ag | mcGAS inh
COCCn1c(C)c(C)n2c3c(=O)n(Cc4ccccc4)c(=O)n(C)c3nc12 | -1 | -2 | .
COc1ccc(CN(Cc2cccc(F)c2)C(=O)CC2=CCNCC2)cc1 | 3 | -5 | -2
COc1ccccc1-c1cc(C(=O)O)c2[nH]c(-c3ccccc3)nc2n1 | -3 | -3 | -8
O=C(NCCCNC(=O)[C@H]1CCCN1S(=O)(=O)c1cccc2ccccc12)c1ccccc1 | -4 | 27 | -5
CC(=O)Nc1sc(N/N=C\c2cccc(Cl)c2)nc1-c1cccs1 | -1 | -2 | .
CC1CN(Cc2ncc(Cl)n2C)CC(C)(C)O1 (stereo not given) | -16 | -3 | .
Cc1cccc(S(=O)(=O)N[C@@H]2CCCCC2NC(=O)[C@H]2CCCN2)c1 (stereo not given in full) | -2 | -1 | .
CCN1CCN(c2nc(Nc3cccc(C)c3)c3cnn(-c4ccccc4)c3n2)CC1 | -4 | 0 | -7
c1cc(-c2nc3ccc(Cc4ccc5nc(-c6ccncc6)[nH]c5c4)cc3[nH]2)ccn1 | -5 | 5 | .
Cc1noc(C)c1CN1CCN(C(=O)CCc2nc(C(C)(C)C)no2)CC1 | -7 | 2 | .
COc1ccc(CN(Cc2ccc(F)cc2)CC(O)Cc2ccccc2)cc1OC (stereo not given) | -8 | 16 | -6
O=c1[nH]c(Nc2nc3ccccc3o2)nc(O)c1Cc1ccccc1 | -5 | 11 | 4
COC(=O)C(C)OC(=O)c1nc2nccc(C)n2n1 (stereo not given) | 2 | -1 | .
CN(C)c1ccc(N2C(=O)CSC2c2cccc(NC(=O)Cc3ccccc3)c2)cc1 (stereo not given) | -2 | 13 | -4
Cc1cc(C)n(NC2=CC(=O)CC(C)(C)C2)c(=O)c1C#N | 5 | 3 | .
COc1ccc(CCn2c3c(c(=O)[nH]c2=O)C(NC(=O)C(C)(C)C)(C(F)(F)F)C(=O)N3)cc1OC (stereo not given) | 0 | -9 | .
Cc1c(CN(C)Cc2cn[nH]c2C(=O)O)cnn1C | 0 | -5 | .
O=C(C1CC1)N1CCCC(OCc2cccc(C(F)(F)F)c2)C1 (stereo not given) | 9 | -5 | .
CCOc1ccc(C2C(C(=O)c3cccs3)=C(O)C(=O)N2CCN2CCOCC2)cc1 (stereo not given) | 0 | 1 | -2
CCc1ccccc1OCCN(C)C(=O)c1cnc(-c2ccncc2)nc1 | -8 | 24 | -11
O=C(CC(c1ccccc1)c1ccco1)NCc1cccnc1 (stereo not given) | -8 | -5 | .
Cc1sc2ncnc(SCC(=O)Nc3ccc(F)c(F)c3F)c2c1C | -7 | -8 | -5
COc1ccc(Nc2ccc3c(C4CC4)noc3n2)cc1 | -11 | 1 | -9
COc1ccc(-c2nc(Cn3cccc3CN(Cc3cccs3)C(=O)NC(C)(C)C)cs2)cc1 | -4 | . | -5
O=C(O)C(CCCCN1C(=O)C2C3C=CC(C3)C2C1=O)N1C(=O)C2C3C=CC(C3)C2C1=O (stereo not given) | -2 | 6 | -5
Cc1cnc(C(=O)NC2(C(=O)OC(C)(C)C)CCCC2)cn1 | -7 | 11 | -14
CC(C)NS(=O)(=O)c1cccc(C(=O)Nc2nc(C(C)C)cs2)c1 | -5 | 6 | .
O=C(c1cc(-c2ccco2)nn1-c1ccc(F)cc1)N1CCN(c2ccc([N+](=O)[O-])cc2)CC1 | 1 | 11 | -4
O[C@@H]1CN(Cc2c(Cl)nc3sccn23)CC[C@H]1c1ccc2c(c1)OCO2 | -4 | 5 | .
NC(=O)c1cccnc1N1CCC(n2cc(CC3CCCCC3)nn2)CC1 | -3 | 17 | -18

Looked up by compound from the entries so far, three records:
SMILES | hcGAS lum | NPYLR7 ag | mcGAS inh
CCOc1ccc(C2C(C(=O)c3cccs3)=C(O)C(=O)N2CCN2CCOCC2)cc1 (stereo not given) | 0 | 1 | -2
O=C(C1CC1)N1CCCC(OCc2cccc(C(F)(F)F)c2)C1 (stereo not given) | 9 | -5 | .
O[C@@H]1CN(Cc2c(Cl)nc3sccn23)CC[C@H]1c1ccc2c(c1)OCO2 | -4 | 5 | .

(list continues)
SMILES | hcGAS lum | NPYLR7 ag | mcGAS inh
COc1cc(/C=N\NC(=O)Cn2cnc([N+](=O)[O-])n2)ccc1O | -8 | -8 | -6
CC(C)(CCl)C(=O)N1CCN(c2ncnc3c2nnn3Cc2ccccc2)CC1 | -8 | -2 | -10
CNc1cc(-c2ccc(OC)cc2OC)ncn1 | -12 | 0 | .
COCCNC(=O)Cn1c(CO)cnc1SCc1ccccc1 | -10 | 7 | .
CCNC(=O)N1CCCN(c2cc(Oc3ccc(F)c(Cl)c3)ncn2)CC1 | -3 | -9 | -9
COc1ccc(CSc2nnc(NC(C)=O)s2)cc1 | -4 | -3 | -5
O=C(NCC1CCC(c2nc3ccccc3[nH]2)CC1)c1ccc(Cn2ccnc2)cc1 (stereo not given) | -1 | -1 | .
O=c1ccc2cc(S(=O)(=O)Nc3cccnc3)ccc2o1 | -5 | 4 | .
COc1ccc(-c2cnc(-c3ccc(CNC(=O)c4cccc(C#N)c4)cc3)[nH]2)cc1 | -5 | 2 | -5
CCNCc1cnn(CC)c1 | 3 | -17 | .
Cc1ccsc1C(CNC1CCSCC1)N(C)C (stereo not given) | -3 | -6 | .
CCc1ccc2nc(C)cc(C(=O)N(C)Cc3nc(C4CC4)no3)c2c1 | -6 | -5 | .
Cc1cc(-c2ccccc2)c2c(n1)sc1c(=O)[nH]cnc12 | -1 | 7 | .
CCCC(Sc1nnc(-c2ccc(OC)cc2)n1C1CCCCC1)C(=O)OCC (stereo not given) | -8 | . | -7
O=C([C@@H]1Cc2nc[nH]c2CN1Cc1cccc(OC(F)(F)F)c1)N1CCC(Cc2ccccc2)CC1 | -5 | -6 | -7
CCCc1nn(-c2ccc(OC)cc2)c(C)c1C(=O)NCC(C)C | 3 | . | -7
COc1ccc(CCNC(=O)c2ccccc2N2CCC(NC(=O)NC(C)(C)C)CC2)cc1 | -14 | 15 | -6
O=C1NC(=S)N/C1=C/c1ccccc1I | -2 | 1 | -4
CCOC(=O)C1=C(CC)NC2=C(C(=O)CC(C)(C)C2)C1c1ccc(OC)cc1 (stereo not given) | -7 | -4 | -5
COCCNc1ncnc2c1c(-c1ccccc1)cn2-c1cccc(C(F)(F)F)c1 | -6 | 17 | -9
Cc1cc(C(=O)COC(=O)c2ccc(Cl)s2)c(C)n1-c1ncn[nH]1 | -10 | 8 | .
COc1ccc(N(Cc2cc(=O)n(C)c(=O)n2C)C(C)C2CC2)cc1 (stereo not given) | -4 | -2 | .
COc1ccc(S(=O)(=O)NC(=O)C2(C)CCN2C(=O)C2CC2)cc1OC (stereo not given) | 0 | -3 | .
